# High-throughput results deposited in PubChem BioAssay by Sanford-Burnham Center for Chemical Genomics.
# SENP1 FRET inh: inhibitors of human SENP1 SUMO protease catalytic domain. AID 624204. Q9P0U3. inhibition, % at 10 µM. 0.21% of 360,000 active. recombinant SENP1 catalytic domain, CyPet-SUMO1-YPet FRET cleavage;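 active means inhibition at least 30% at 10 µM, raw YFP signal under a set limit, fluorescence ratio 0.5 to 1.5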;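 further: 0% = enzyme with DMSO and 100% = no enzyme wells; some results filed as inactive read as strong as hits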
# Target sequence (Q9P0U3 419-644 limits assumed): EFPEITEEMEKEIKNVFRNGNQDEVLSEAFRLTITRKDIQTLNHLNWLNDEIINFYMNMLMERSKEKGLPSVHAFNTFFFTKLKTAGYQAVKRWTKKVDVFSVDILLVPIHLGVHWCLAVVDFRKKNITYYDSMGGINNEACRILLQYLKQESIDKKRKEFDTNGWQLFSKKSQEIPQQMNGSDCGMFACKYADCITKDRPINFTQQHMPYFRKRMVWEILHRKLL
#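 system = hSENP1 catalytic domain, recombinant | reagent = SFCypet-SUMO1-SFYpet substrate at 25 nM | doses = one dose per compound, 10 µM, 0.5% DMSO | incubation = enzyme reaction for 50 min at room temperature, dark | measured by = FRET, CFP and YFP emission | controls = no-enzyme low, enzyme-DMSO high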
# PfG6PD inh: PfG6PD (Plasmodium falciparum) enzyme inhibition; PfGluPho enzyme, NADPH resazurin-diaphorase fluorescence; inhibition, % at 20 µM; 0.78% of 350,000 active; AID 504690;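 active means inhibition reaching at least a set limit at 20 µM in the primary screen, cut at about 59% in these data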;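 further: 0% = DMSO wells with substrate and 100% = DMSO wells lacking glucose-6-phosphate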
# HKDC1 inh: blocks human hexokinase HKDC1 activity. AID 493160. Q2TB90. recombinant HKDC1, G6PDH/diaphorase resazurin coupled fluorescence. 0.16% of 340,000 active. inhibition, % at 20 µM;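 active means inhibition above about 35% when tested at 20 µM, limit read from the data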;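 further: plate controls were DMSO wells with enzyme for no effect and DMSO wells lacking enzyme for full effect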
#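 Test system: recombinant HKDC1 (HK5) hexokinase enzyme, produced in-house / Doses: 20 µM test compound, 1% DMSO / Timing: 90 min, room temperature / Detection: G6PDH/diaphorase-coupled fluorescence, 1 mM NADP, 100 µM resazurin, 525/613 nm / Control set: DMSO wells with and without enzyme mix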
# SENP7 block: blocks the human protease SENP7; Q9BQF6; recombinant SENP7, Z-RLRGG-aminoluciferin luminescence, 40 min; inhibition, % at 5 µM; 1.5% of 330,000 active; AID 434973;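 active means inhibition above about 50% at the single test dose, limit read from the data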;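 further: plate controls were DMSO with enzyme for no effect and no enzyme buffer wells for full effect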
# SENP8 block-1: inhibitors of human SENP8 protease; Q96LD8; recombinant SENP8, Nedd8 substrate fluorescence; inhibition, % at 20 µM; 0.64% of 360,000 active; AID 602440; in the data active means inhibition mostly above about 40%, no sharp cut-off; inactive means mostly below about 27%
# Target sequence (Q96LD8 whole entry, looked up): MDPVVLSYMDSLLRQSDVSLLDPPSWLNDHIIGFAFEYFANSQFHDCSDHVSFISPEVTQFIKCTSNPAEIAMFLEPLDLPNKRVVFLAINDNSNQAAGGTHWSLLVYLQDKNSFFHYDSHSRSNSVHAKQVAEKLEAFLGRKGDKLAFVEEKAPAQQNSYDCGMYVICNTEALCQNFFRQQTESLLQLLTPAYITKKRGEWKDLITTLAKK
# UBC13 inh: blocks human UBC13 polyubiquitin chain formation. TR-FRET. inhibition, % at 20 µM. 0.47% of 330,000 active. AID 485273; in the data active means inhibition above about 45%, passing the limit was not always enough
# SENP6 inh: SENP6 protease inhibition; AID 2599; 1.8% of 330,000 active; Recombinant SENP6 catalytic domain, aminoluciferin luminescence; inhibition, % at 10 µM;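 active means inhibition above about 50% at the single tested dose, limit read from the data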;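 further: plate controls were DMSO wells with enzyme for no effect and DMSO wells lacking enzyme for full effect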
# Target sequence (Q9GZR1 628-1112 limits assumed): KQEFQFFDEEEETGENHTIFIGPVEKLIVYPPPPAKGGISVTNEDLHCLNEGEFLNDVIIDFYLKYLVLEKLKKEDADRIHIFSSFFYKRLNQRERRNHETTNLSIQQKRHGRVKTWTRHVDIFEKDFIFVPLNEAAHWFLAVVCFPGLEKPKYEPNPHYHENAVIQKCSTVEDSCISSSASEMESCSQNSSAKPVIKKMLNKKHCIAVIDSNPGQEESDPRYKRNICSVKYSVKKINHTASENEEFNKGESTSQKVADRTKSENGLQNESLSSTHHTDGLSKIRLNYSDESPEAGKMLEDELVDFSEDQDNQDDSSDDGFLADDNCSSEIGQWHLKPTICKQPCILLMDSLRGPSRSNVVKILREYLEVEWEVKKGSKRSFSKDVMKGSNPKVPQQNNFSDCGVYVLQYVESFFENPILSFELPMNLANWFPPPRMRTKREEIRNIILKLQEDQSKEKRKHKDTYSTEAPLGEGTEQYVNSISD
# SENP8 block-2: inhibitors of human SENP8 protease. purified SENP8, Z-RLRGG-aminoluciferin cleavage, luminescence. inhibition, % at 10 µM. 1.2% of 330,000 active. AID 2540; in the data active means inhibition above about 50%
# MIN6 prolif: induces beta-cell replication in MIN6 cells. AID 2380. proliferation, % at 10 µM. 0.29% of 330,000 active. MIN6 cells proliferation, ATPlite luminescence, 48 h; cells starved in 0.2% serum; 100% = growth in 10% serum;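 active means compounds whose signal lies at least 3.5 SD above the mean of all wells on their plate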;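 further: 0% = DMSO-treated cells in low-serum medium and 100% = 10% serum control; some compounds called inactive have numbers as strong as hits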
# The depositor's hits bear a star; · = not tested or not shown.
item	Structure	SENP1 FRET inh	UBC13 inh	PfG6PD inh	MIN6 prolif	SENP8 block-1
1	Cc1ccc(OCCn2cncn2)c([N+](=O)[O-])c1	0	5	-2	0	5
2	COc1cccc(NC(=O)CN(C)C(=O)CCCc2nc3ccccc3c(=O)[nH]2)c1	1	7	1	4	11
3	Cc1nn(C)c(Cl)c1CN1CCCC(C(=O)Nc2ccc(-c3cscn3)cc2)C1 (stereo not drawn)	0	-3	3	2	10
4	O=C(NCc1ccco1)c1ccc2c(c1)N(Cc1ccccc1)CCS2	-3	32	16	-2	-425
5	COc1ccc(NC(=O)c2sc3nc(N4CCOCC4)c4c(c3c2N)CC(C(C)C)OC4)c(OC)c1 (stereo not drawn)	-16	17	15	4	-324
6	COc1ccc(C(OCC(O)CNC(C)c2ccccc2)c2ccc(OC)cc2)cc1 (stereo not drawn)	1	11	-15	-4	9
7	O=C(CN1CCCC1)NC1C2CC3CC(C2)CC1C3 (stereo not drawn)	3	8	-6	1	17
8	CC(C)Cc1[nH]c(=O)c(C#N)c2c1CCCC2	0	5	-4	1	-265
9	CN1CCN(C(=O)/C(=C/c2cccc([N+](=O)[O-])c2)NC(=O)c2ccccc2)CC1	1	7	-2	-1	8
10	O=C(CCN1C(=O)/C(=C\c2ccco2)SC1=S)Nc1ccc(C(=O)O)c(O)c1	4	-17	28	0	22

item	SENP6 inh	SENP8 block-2	HKDC1 inh	SENP7 block
1	0	2	-6	-2
2	-1	9	-5	-2
3	-13	-7	1	-12
4	-6	3	-2	11
5	-4	1	2	2
6	-20	-3	0	-2
7	14	8	0	3
8	4	-4	-1	-15
9	-6	-1	-3	-1
10	11	13	18	14

# Next part
item	Structure	SENP1 FRET inh	UBC13 inh	PfG6PD inh	MIN6 prolif	SENP8 block-1
11	CCOC(=O)c1c(C)n(-c2ccc(C)cc2)c2ccc(OCC(O)CN3CCN(C)CC3)cc12 (stereo not drawn)	1	·	7	·	-15
12	Cn1nccc1C(=O)Nc1ccc(OC(=O)c2ccnn2C)cc1	11	7	-4	-2	10
13	O=C(Oc1ccc2c(c1)O/C(=C\c1ccncc1)C2=O)c1cccs1	-18	-11	2	-4	5
14	Cn1cccc1/C=N/N1CCN(Cc2ccccc2Cl)CC1	3	-1	10	-1	11
15	O=C(CCNC(=O)c1ccc(Br)cc1)Nc1ccccc1N1CCOCC1	-1	-4	-1	-2	12
16	Cc1cccc(N2CCN(C(=O)CCn3c(=S)[nH]c4cc5c(cc4c3=O)OCO5)CC2C)c1 (stereo not drawn)	2	1	25	0	-3
17	Cc1nn(C(C)(C)C)c(NC(=O)c2ccc(Cl)cc2)c1Br	0	3	-20	-2	12
18	COC(=O)c1cccc(NC(=O)C2C3CCC(C3)C2C(=O)O)c1 (stereo not drawn)	1	-5	-15	-3	8
19	O=C(CSc1ccc(Cl)cc1)Nc1ccc(-c2nc3ccccc3[nH]2)cc1	-2	7	2	-2	-131
20	COC(=O)C1(C)NC(c2ccc(F)cc2)C2C(=O)N(c3ccccc3)C(=O)C21 (stereo not drawn)	4	3	-3	-3	-16

item	SENP6 inh	SENP8 block-2	HKDC1 inh	SENP7 block
11	·	·	0	·
12	-28	-9	13	-4
13	-3	3	12	9
14	-11	1	-2	1
15	-1	3	1	-6
16	6	-1	-1	5
17	5	9	-5	2
18	1	3	1	3
19	5	0	-4	-1
20	10	9	-4	0

# Remaining list, next part:
item	Structure	SENP1 FRET inh	UBC13 inh	PfG6PD inh	MIN6 prolif	SENP8 block-1
21	CC1CC(C)(C)NC(C)c2ccccc21 (stereo not drawn)	1	1	-9	-2	16
22	C=CCNc1ncnc2c1cnn2-c1ccc(Cl)cc1	-19	8	13	-3	-3
23	CCOC(=O)C(NC(C)=O)C(OC(C)=O)c1cccc([N+](=O)[O-])c1 (stereo not drawn)	1	-6	-4	-3	17
24	CC(=O)c1ccccc1OCC(O)CNC1CCCC1 (stereo not drawn)	3	-6	-8	1	12
25	CCN(C(=O)COC(=O)CNC(=O)c1cccs1)c1c(N)n(Cc2ccccc2)c(=O)[nH]c1=O	-1	·	-2	·	6
26	COc1ccccc1Oc1ncnc2c1cnn2-c1ccccc1	-3	2	13	-3	7
27	O=C(CNC(=O)Cc1ccccc1)NCC(=O)OCc1ccccc1	1	-5	1	-2	32
28	Cc1nn(CC(C)C)c(=S)[nH]c1=O	0	0	-17	-2	11
29	CCOC(=O)c1c(NC(=O)CN2C(=O)NC3(CCCCC3C)C2=O)sc(C(=O)N(C)C)c1C (stereo not drawn)	-4	1	6	1	2
30	CC(C)c1nnc(NC(=O)Cc2cccs2)s1	0	4	-5	1	4

item	SENP6 inh	SENP8 block-2	HKDC1 inh	SENP7 block
21	-13	-16	-3	12
22	-1	3	4	22
23	10	5	-6	10
24	-9	-6	-6	10
25	·	·	-3	·
26	-14	11	-2	-3
27	11	3	-6	1
28	1	-1	-8	-6
29	-10	-6	-3	-11
30	-4	6	-4	9

# New compounds follow
item	Structure	SENP1 FRET inh	UBC13 inh	PfG6PD inh	MIN6 prolif	SENP8 block-1
31	C#CCOCCOCCOCCNc1nc(N2CCN(C(=O)[C@H](CCC(=O)O)n3cc(C(N)CO)nn3)CC2)nc(N2CCN(C(=O)[C@H](CCCCN)n3cc(C(N)[C@H](C)CC)nn3)CC2)n1 (stereo partly drawn)	·	6	·	-2	·
32	COc1ccc(CNC(=O)C2CCCN2S(=O)(=O)c2ccccc2)cc1 (stereo not drawn)	1	-4	1	-1	16
33	COc1ccc(C)cc1NC(=O)CN1CCCN(S(=O)(=O)c2ccc(Br)cc2)CC1	2	3	22	-2	9
34	COc1cccc(S(=O)(=O)Nc2ccc(C(=O)Nc3ccncc3)cc2)c1	-1	-1	-6	-2	-7
35	O=C(Nc1cccc(C2=NCCN2)c1)Nc1cccc(C2=NCCN2)c1	1	97*	-8	0	22
36	O=C(Nc1cccc(C(F)(F)F)c1)c1cccc(NS(=O)(=O)c2ccc(Br)c(C(=O)O)c2)c1	1	-10	-4	-3	15
37	CCOC(=O)c1c(C(=O)OCC)c(C)n(N2C(=O)CSC2=S)c1C	1	-12	-34	-3	15
38	Cc1cc(C)cc(C(=O)Nc2ccc(NC(=O)Cc3ccccc3)cc2)c1	-3	4	-10	-3	0
39	CCN1CCN(CC(=O)N2N=C(c3cccs3)CC2c2ccc(F)cc2)C(=O)C1=O (stereo not drawn)	2	0	4	-1	-240
40	COc1ccccc1NC(=O)COC(=O)c1cc(C)oc1C	1	6	-8	-5	6

item	SENP6 inh	SENP8 block-2	HKDC1 inh	SENP7 block
31	-5	-7	·	1
32	-2	1	-14	11
33	-12	-1	0	4
34	5	5	-2	6
35	4	2	-9	1
36	-16	-8	7	-2
37	-8	7	0	-2
38	-7	5	-13	7
39	13	3	-2	8
40	-9	-7	-4	-8

# (further entries)
item	Structure	SENP1 FRET inh	UBC13 inh	PfG6PD inh	MIN6 prolif	SENP8 block-1
41	Cc1ccc(C(=O)NC(=S)NNC(=O)COc2ccc([N+](=O)[O-])cc2)cc1	0	-14	1	-1	4
42	O=C(CCNC(=O)c1ccc([N+](=O)[O-])cc1)N/N=C/c1ccc(F)cc1	2	2	7	-3	18
43	COc1ccc(CNS(=O)(=O)c2c(C(=O)N3CCCCC3)c(C)n(C)c2C)cc1	-1	2	5	-2	6
44	CCOC(=O)C1=C(c2ccccc2)OC(N)=C(C#N)C1C1CCCCC1 (stereo not drawn)	0	0	21	-1	-8
45	CCCN(CC(=O)Nc1ccc(C)cc1Br)CC(=O)Nc1ccc(F)c(F)c1F	1	1	17	0	10
46	CN(C)c1cccc(C(=O)OCC(=O)N(Cc2ccccc2)C2CCS(=O)(=O)C2)c1 (stereo not drawn)	-3	-8	3	-3	-428
47	CCC(NC(=O)c1cc(COc2cncc(Cl)c2)on1)c1ccc(C)cc1 (stereo not drawn)	-2	-4	1	-2	0
48	Cn1c(=O)n(C)c2cc(NC(=O)c3cccc([N+](=O)[O-])c3)c(Br)cc21	0	9	-5	6	-4
49	Brc1cccc(C2Nc3cccc4cccc(c34)N2)c1	8	-21	15	-4	16
50	CCn1c2ccccc2c2cc(NC(=O)COC(=O)c3ccccc3O)ccc21	2	-5	15	-5	-30

item	SENP6 inh	SENP8 block-2	HKDC1 inh	SENP7 block
41	-18	-2	-27	10
42	0	3	7	-1
43	13	1	-7	-6
44	-1	6	10	4
45	0	-10	-6	-3
46	9	3	-4	7
47	-9	3	3	-4
48	13	-3	-2	-4
49	-6	16	3	0
50	17	4	-14	1

# Single records (already shown):
# CCCN(CC(=O)Nc1ccc(C)cc1Br)CC(=O)Nc1ccc(F)c(F)c1F is listed with SENP1 FRET inh = 1; UBC13 inh = 1; PfG6PD inh = 17; MIN6 prolif = 0; SENP8 block-1 = 10; SENP6 inh = 0; SENP8 block-2 = -10; HKDC1 inh = -6; SENP7 block = -3
# CCOC(=O)C1=C(c2ccccc2)OC(N)=C(C#N)C1C1CCCCC1 (stereo not drawn) is listed with SENP1 FRET inh = 0; UBC13 inh = 0; PfG6PD inh = 21; MIN6 prolif = -1; SENP8 block-1 = -8; SENP6 inh = -1; SENP8 block-2 = 6; HKDC1 inh = 10; SENP7 block = 4
# CCn1c2ccccc2c2cc(NC(=O)COC(=O)c3ccccc3O)ccc21 is listed with SENP1 FRET inh = 2; UBC13 inh = -5; PfG6PD inh = 15; MIN6 prolif = -5; SENP8 block-1 = -30; SENP6 inh = 17; SENP8 block-2 = 4; HKDC1 inh = -14; SENP7 block = 1

# Back to the main list with the 3 entries that preceded the break.
item	Structure	SENP1 FRET inh	UBC13 inh	PfG6PD inh	MIN6 prolif	SENP8 block-1
48	Cn1c(=O)n(C)c2cc(NC(=O)c3cccc([N+](=O)[O-])c3)c(Br)cc21	0	9	-5	6	-4
49	Brc1cccc(C2Nc3cccc4cccc(c34)N2)c1	8	-21	15	-4	16
50	CCn1c2ccccc2c2cc(NC(=O)COC(=O)c3ccccc3O)ccc21	2	-5	15	-5	-30
51	COCCn1c(=O)[nH]c2cc(C(=O)NCCN3CCN(c4cccc(Cl)c4)CC3)ccc2c1=O	-2	1	16	-2	-60
52	CCOC(=O)C1(Cc2ccccc2)CCN(Cc2cnn(-c3ccccc3)c2)CC1	0	13	22	-4	8
53	CC(=O)Nc1ccc(C(=O)NN2C(=O)c3ccccc3C2=O)cc1	1	2	-9	-2	2
54	CCOc1ccc(-n2c(-c3ccccc3)c[nH]c2=S)cc1	2	3	45	0	8
55	Cc1cccc(C)c1OCc1n[nH]c(=S)n1N	0	-2	17	2	6
56	O=C(Nc1ccc(O)c(C(=O)O)c1)c1cccc(NC(=O)c2ccco2)c1	1	1	-23	0	14
57	CCCCCCOc1ccc(C(=O)NCCCn2ccnc2)cc1	2	13	9	-5	7

item	SENP6 inh	SENP8 block-2	HKDC1 inh	SENP7 block
48	13	-3	-2	-4
49	-6	16	3	0
50	17	4	-14	1
51	-2	8	5	9
52	4	-6	-8	12
53	8	4	-5	-2
54	2	4	-2	-6
55	-13	4	-11	-4
56	9	5	-3	-1
57	-13	-6	-10	-3
